MEKK2wt PB1 HTS – modulators of MEK5 binding to wildtype MEKK2, primary screen, biochemical, multiplex bead flow cytometry, Alexa488-MEK5. Mitogen-activated protein kinase kinase kinase 2 (Homo sapiens), Q9Y2U5. Alexa488-MEK5 binding to MEKK2 WT; actives lie on both sides. binding response (% of control), % at 10 µM. 1.1% of 290,000 active. AID 1531, 2009; in the data active = binding response below about 67% or above about 130%
OXTR ag – human OXTR agonists, primary screen, fluorescence, CHO-OTR cells, Fluo-8 calcium; Fluo-8 calcium fluorescence; normalized: DMSO 0%, oxytocin 100%; Oxytocin receptor (Homo sapiens), P30559; activation, % at 3 µM; 0.32% of 320,000 active;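 active = activation above the mean of all tested compounds plus 3 SD, cutoff set per screening run, cut at about 20% in these data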;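 note: peak over basal fluorescence ratio from a 100 s FLIPR kinetic read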
V1aR counter – agonists of human V1a receptor, primary screen, counter-screen for OXTR agonist project, fluorescence, CHO-V1R cells | Vasopressin V1a receptor (Homo sapiens), P37288 | Fluo-8 calcium fluorescence, agonist mode; 0% DMSO, 100% 3 nM vasopressin | activation, % at 3 µM | 0.25% of 320,000 active | AID 2797, 2010;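 active = activation above the mean activation of all tested compounds plus 3 SD, per screening run, cut at about 20% in these data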;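 note: signal is peak over basal fluorescence ratio across a 100 second FLIPR read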
Target sequence (P37288 whole entry, looked up): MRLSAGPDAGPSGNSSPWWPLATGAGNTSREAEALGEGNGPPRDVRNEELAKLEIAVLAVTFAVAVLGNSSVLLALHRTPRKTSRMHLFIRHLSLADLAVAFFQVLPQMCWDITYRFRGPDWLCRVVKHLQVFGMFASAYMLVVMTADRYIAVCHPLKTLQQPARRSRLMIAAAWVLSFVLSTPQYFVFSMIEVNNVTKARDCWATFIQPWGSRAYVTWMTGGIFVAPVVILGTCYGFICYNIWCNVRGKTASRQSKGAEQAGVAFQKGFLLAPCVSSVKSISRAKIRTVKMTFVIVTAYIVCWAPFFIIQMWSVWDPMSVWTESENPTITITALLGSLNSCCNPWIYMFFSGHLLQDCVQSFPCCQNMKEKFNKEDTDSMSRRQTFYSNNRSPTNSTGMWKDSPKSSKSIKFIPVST
MEKK2 mut-MEK5 – MEK5 binding signal on mutant MEKK2 PB1, primary screen, biochemical, multiplex bead flow cytometry, Alexa488-MEK5. Alexa488-MEK5 binding to MEKK2 mutant. percent response, % at 10 µM. 0.35% of 290,000 active. AID 1530, 2009; in the data active = percent response above about 24%, passing the limit was not always enough; note: inactives centre near 1; some results filed as inactive read as strong as hits
GPR7 antagonist – GPR7 receptor antagonists, primary screen, cell-based, fluorescence, single concentration; inhibition, % at 4.4 µM; AID 1861, 2009; 1.1% of 290,000 active; GPR7-expressing cells, fluorescence antagonist assay; in the data active = inhibition above about 16%, passing the limit was not always enough;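 note: cells stimulated with the agonist NPW; 0% = agonist with vehicle and 100% = vehicle without agonist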
Target sequence (P48145 whole entry, looked up): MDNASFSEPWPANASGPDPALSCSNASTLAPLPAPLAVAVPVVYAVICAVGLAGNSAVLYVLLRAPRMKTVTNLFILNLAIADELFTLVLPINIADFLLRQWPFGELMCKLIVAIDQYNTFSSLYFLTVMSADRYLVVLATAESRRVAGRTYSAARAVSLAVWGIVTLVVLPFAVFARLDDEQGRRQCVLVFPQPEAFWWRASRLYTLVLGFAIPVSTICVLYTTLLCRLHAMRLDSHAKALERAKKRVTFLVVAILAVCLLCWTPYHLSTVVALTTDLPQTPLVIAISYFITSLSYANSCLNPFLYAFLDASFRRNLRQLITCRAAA
GalR3 antag – GalR3 antagonists in HEK293 cells, primary screen, cell-based, fluorescence readout. 0.44% of 360,000 active. Galanin receptor type 3 (Homo sapiens), O60755. inhibition, % at 3 µM. AID 651719, 2012. HEK293 GalR3-CNG cAMP membrane potential fluorescence; galR3 body fused to GalR1 C-terminus;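 active = inhibition above the screen-wide average plus 3 SD, cut at about 13% in these data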;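 note: forskolin and galanin both at EC90 stimulate the cells; cAMP rise reported by CNG channel membrane potential dye signal; 0% = forskolin plus galanin with DMSO and 100% = forskolin alone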
Target sequence (O60755 1-299 limits assumed): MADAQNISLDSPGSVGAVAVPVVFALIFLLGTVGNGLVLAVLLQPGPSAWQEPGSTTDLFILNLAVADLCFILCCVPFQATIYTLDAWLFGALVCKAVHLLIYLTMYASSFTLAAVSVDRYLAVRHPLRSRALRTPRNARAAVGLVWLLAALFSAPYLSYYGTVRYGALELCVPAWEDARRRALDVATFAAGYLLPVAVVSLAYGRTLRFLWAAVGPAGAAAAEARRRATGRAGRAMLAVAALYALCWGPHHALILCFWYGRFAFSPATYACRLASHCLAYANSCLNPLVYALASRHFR
NALP1 yeast inh – NALP1 inflammasome inhibitors in reconstituted yeast, colorimetric, S. cerevisiae, triplicate retest | S. cerevisiae NALP1/ASC/caspase-1 growth, X-gal OD620, 72 h | inhibition, % at 10 µM | 0.61% of 280,000 active; in the data active = inhibition mostly above about 24%, no sharp cut-off; inactive = mostly below about 32%; note: some compounds called inactive have numbers as strong as hits
PfM18AAP inh – PfM18AAP inhibitors, malaria aminopeptidase, primary screen, biochemical, QFRET, recombinant enzyme; M18 aspartyl aminopeptidase (Plasmodium falciparum 3D7); H-Glu-NHMec fluorogenic cleavage; inhibition, % at 7.35 µM; 1.2% of 290,000 active; AID 1822, 2009;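 active = inhibition above the campaign mean inhibition over all tested compounds plus 3 SD, cut at about 28% in these data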;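 note: 0% = plate median of test compound wells and 100% = 2 mM ZnCl2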
OXTR potentiate – human OXTR potentiators, primary screen, fluorescence, CHO-OTR cells, Fluo-8 calcium; Oxytocin receptor (Homo sapiens), P30559; 0.061% of 320,000 active; activation, % at 3 µM; Fluo-8 calcium fluorescence, potentiator mode; 0% = oxytocin EC15, 100% = EC100;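 active = activation above that plate's cutoff, the mean activation of tested compounds plus 3 SD, cut at about 6.6% in these data, passing the limit was not always enough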;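 note: 100% uses oxytocin at 75 nM as the full agonist control; some results filed as inactive read as strong as hits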
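Replication – single well per compound, singlicate · Assay system – CHO cell line stably expressing human OTR · Timing – 6 min pre-incubation, 100 s read · Measure – normalized max/min fluorescence ratio, % activation · Doses – 3.0 µM, one dose · Detection – Fluo-8 calcium dye fluorescence · Probe or stimulus – oxytocin near EC15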
Numbers without * were called inactive; / = not tested or not shown.

Compound | MEKK2wt PB1 HTS | OXTR ag | V1aR counter | MEKK2 mut-MEK5 | GPR7 antagonist | GalR3 antag | NALP1 yeast inh | PfM18AAP inh | OXTR potentiate
CC(C)CC(NC(=O)OC(C)(C)C)c1cn([C@@H](CCCCNC(=O)OC(C)(C)C)C(=O)N2CCN(C(=O)OC(C)(C)C)CC2)nn1 (stereo partly drawn) | 94.0 | -2.8 | -1.3 | -3.0 | -12.8 | -5.5 | -20.3 | 5.8 | -13.0
Cc1ccc(OCCCCNC(C)(C)C)c([N+](=O)[O-])c1 | 117.0 | 2.5 | 1.7 | 25.0 | -7.1 | -12.5 | 8.7 | -0.9 | 4.8
Cc1ccc(OCC(O)CNS(=O)(=O)c2ccccc2C(=O)N2CCCCC2)cc1 (stereo not drawn) | 93.0 | 0.9 | 1.6 | -6.0 | -9.7 | -3.4 | 3.2 | -1.6 | -2.3
Cc1ccc(Cc2cc(-c3ccc(C)cc3)n[nH]c2=O)cc1 | 97.0 | -2.5 | 0.4 | -19.0 | -7.9 | -1.8 | / | -7.7 | -8.1
Cc1cc(Cl)ccc1OCC(=O)NCCCn1ccnc1 | 110.0 | 0.3 | 0.8 | 3.0 | -12.7 | -1.9 | 19.2 | -1.9 | 4.3
CCCc1cc(-c2n[nH]c(=S)n2C(C)c2ccccc2)cs1 (stereo not drawn) | 94.0 | -1.0 | -1.2 | 0.0 | -4.9 | -6.8 | 1.9 | 2.8 | -8.2
Nc1c(N(CCCO)C(=O)C2CCCCC2)c(=O)[nH]c(=O)n1Cc1ccccc1 | / | 1.0 | 0.6 | / | / | -1.6 | / | / | -7.1
Cc1ccc(NC(=O)COC(=O)c2cccc3c2C(=O)c2ccccc2C3=O)c(C)c1 | 85.0 | 0.3 | -0.3 | 4.0 | -2.6 | 2.8 | 28.5 | 1.7 | -2.5
Cc1c(N=Cc2nc3ccccc3[nH]2)c(=O)n(-c2ccccc2)n1C | 102.0 | -0.4 | -0.1 | 0.0 | -18.6 | -4.4 | 18.6 | -4.9 | -4.1
CCOC(=O)N1CCC(N2CCCC(C(=O)c3cc(C)c(OC)c(C)c3)C2)CC1 (stereo not drawn) | 106.0 | -0.7 | 0.9 | 7.0 | -3.5 | -4.1 | 2.3 | -2.3 | -0.4
CCOC(=O)c1nn(-c2ccc(Cl)cc2)cc1O | 96.0 | -1.2 | -0.1 | 5.0 | -12.8 | 1.4 | 9.9 | -0.9 | -2.4
COc1cc(C2C(C(=O)C(C)(C)C)=C(O)C(=O)N2Cc2ccccc2)ccc1O (stereo not drawn) | 97.0 | -1.0 | 0.2 | -4.0 | 12.6 | -8.2 | 7.3 | 13.4 | -5.9
O=C(COC(=O)c1cc(-c2cccs2)nc2ccccc12)NCc1ccco1 | 99.0 | -1.0 | -0.3 | 2.0 | -5.7 | -5.9 | 15.2 | 9.3 | -7.3
Cc1ccc(CS(=O)(=O)CCC(=O)NCc2ccc(F)cc2)cc1 | 106.0 | -1.3 | 0.1 | 13.0 | -15.2 | -7.4 | 6.1 | -3.9 | 2.7
Cc1ccnc2nc(C(=O)OCC(=O)N(Cc3ccccc3)C(C)C)nn12 | / | 1.0 | 8.7 | / | / | -4.8 | / | / | -4.1
O=C(Nc1ccccc1Oc1cccnc1)C1CCCN(Cc2cccc(Cl)c2)C1 (stereo not drawn) | 98.0 | -1.1 | -0.2 | -14.0 | 9.7 | -0.9 | 26.4 | 4.3 | -3.6
O=C(CN1C(=O)CSc2ccc(S(=O)(=O)N3CCCCC3)cc21)NCc1ccccc1 | 97.0 | -0.1 | 0.1 | -1.0 | 5.2 | 3.2 | 12.4 | 7.0 | -10.1
Cc1[nH]n(-c2ccccc2)c(=O)c1C(c1ccc(C(=O)O)cc1)c1c(C)[nH]n(-c2ccccc2)c1=O | 97.0 | 1.6 | 4.2 | -2.0 | -7.2 | -1.4 | 19.8 | 26.1 | 5.5
Cc1ccc(C(=O)Nc2ccc(S(=O)(=O)N3CCOCC3)cc2)cc1C | 100.0 | -2.0 | 1.8 | 1.0 | 17.6 | -8.3 | 17.3 | -1.1 | -11.7
Cc1c(C)[n+](=O)c(-c2ccco2)c(C)n1[O-] | 100.0 | 0.2 | -0.2 | 2.0 | 3.2 | -8.4 | 18.5 | -2.3 | -4.1
CCCCOc1[nH]c2nc(-c3ccco3)n(Cc3ccco3)c(=N)c2c1C#N | 100.0 | 2.1 | 4.0 | 4.0 | 3.0 | -1.6 | 42.7 | 10.6 | -6.0
O=c1cccccc1NN=C1CCCCCC1 | 104.0 | -2.6 | -0.2 | 9.0 | -15.8 | -2.8 | -27.1 | 9.6 | -6.4
Nc1cc(N)nc(SCC(=O)NCCC2=CCCCC2)n1 | / | 0.3 | -0.8 | / | / | -1.2 | / | / | -0.6
COc1ccc(CNC(=O)CCNS(=O)(=O)c2cc(Br)cnc2N)cc1 | 96.0 | 0.7 | 2.4 | -1.0 | 5.2 | / | 6.2 | -4.6 | -3.7

Copied from the list:
Under MEKK2wt PB1 HTS, Cc1c(C)[n+](=O)c(-c2ccco2)c(C)n1[O-] has 100.0
Under MEKK2 mut-MEK5, Cc1[nH]n(-c2ccccc2)c(=O)c1C(c1ccc(C(=O)O)cc1)c1c(C)[nH]n(-c2ccccc2)c1=O has -2.0

Carrying on.
Compound | MEKK2wt PB1 HTS | OXTR ag | V1aR counter | MEKK2 mut-MEK5 | GPR7 antagonist | GalR3 antag | NALP1 yeast inh | PfM18AAP inh | OXTR potentiate
O=C(Nc1cc2c(cc1Br)OCCO2)c1cccs1 | 98.0 | -0.3 | 0.8 | 3.0 | -6.0 | -3.2 | 21.8 | -0.2 | 6.0
Cc1nc2ccc(NC(=O)c3cccs3)cc2s1 | 98.0 | -1.1 | 0.6 | 2.0 | -0.3 | 4.4 | -3.9 | -0.5 | -1.1
Cc1ccsc1-c1nc(CN(C)C(C2CC2)C2CC2)c(C)o1 | 98.0 | -1.2 | -0.9 | -8.0 | -1.5 | -8.2 | 0.7 | -6.0 | -7.3
O=C(O)CSCC(=O)NCc1csc2ccc(Cl)cc12 | 100.0 | -1.2 | -0.1 | 3.0 | 2.4 | -2.2 | / | -2.7 | -11.8
Cc1cc(Cl)ccc1OCC(=O)NCCCCc1ccccc1 | 111.0 | -2.0 | -1.2 | 9.0 | 14.5 | 6.8 | 34.3 | 0.7 | -1.7
CCOc1ccccc1N1CCN(C(=O)c2cc3c(C)cc(C)cc3[nH]2)CC1 | 95.0 | -1.0 | -0.4 | -1.0 | -23.6 | -6.3 | -8.7 | 5.2 | -12.9
COc1cc(OC)cc(C(=O)Nc2cccc(N3CCCC3)c2)c1 | 90.0 | -1.4 | -1.2 | -9.0 | -5.1 | -4.3 | 11.2 | 9.1 | -1.7
CC(C)(C)C(=O)Nc1nnc(SCC(=O)NCc2cccs2)s1 | 110.0 | -1.0 | -1.0 | 7.0 | 2.6 | 0.2 | 15.7 | -9.1 | -23.1
COc1ccc(S(=O)(=O)N2CCCCCC2)cc1C(=O)N(C)CC(=O)Nc1c(Cl)cccc1Cl | / | -1.8 | -1.0 | / | / | 2.9 | / | / | 3.8
COc1ccc(-n2c(=O)c3ccccc3n(CC(=O)NC3CCCC3)c2=O)c(OC)c1 | 101.0 | 0.4 | 0.2 | -1.0 | -6.7 | -4.9 | -8.1 | 5.1 | 3.6
Nc1nc(N2CCOCC2)cc(=O)[nH]1 | / | 1.4 | 1.2 | / | -2.3 | -2.5 | 5.8 | -0.6 | -12.1
CCOCCCNC(=O)c1ccccc1OC1CCN(S(C)(=O)=O)CC1 | 92.0 | -1.4 | -0.2 | -7.0 | -5.3 | -5.0 | 0.5 | 3.6 | -18.1
O=C(CSc1ccc(C(F)(F)F)cc1[N+](=O)[O-])Nc1ccccc1 | 111.0 | 4.2 | 4.5 | 9.0 | 0.3 | 2.9 | 0.9 | -0.3 | -6.2
CC[n+]1c(/C=C/N(C)c2ccccc2)oc2ccc(Cl)cc21 | 107.0 | 0.7 | 6.4 | 4.0 | -7.7 | -4.0 | 32.7 | 27.2 | 2.4
Cc1nc2ccccc2nc1NS(=O)(=O)c1ccc(N)cc1 | 85.0 | 0.4 | -0.4 | -10.0 | 5.5 | -9.6 | 29.1 | -7.6 | -3.1
COC(=O)c1c(NC(=O)CC2SC(N)=NC2=O)sc2c1CCCC2 (stereo not drawn) | 102.0 | 0.1 | 0.6 | 2.0 | -11.1 | -11.3 | 41.0 | -1.1 | -0.8
COc1cc(OC)nc(NC(=O)CCl)n1 | 96.0 | 0.9 | 0.5 | -6.0 | 3.1 | -3.4 | / | 5.8 | -3.4
COc1ccccc1N1CCN(S(=O)(=O)CCNC(=O)C2CCCC2)CC1 | / | 1.5 | 2.5 | / | / | -1.6 | / | / | -6.8
CCOc1ccc(Cc2nnc(SCC(=O)Nc3c(C)cccc3C)[nH]c2=O)cc1 | / | 0.2 | 0.3 | / | / | 1.2 | / | / | 2.9
CC1CCN(C(=O)c2ccc(NC(=O)C3CCCO3)cc2)CC1 (stereo not drawn) | 95.0 | 2.3 | 0.0 | 0.0 | 2.9 | -3.8 | 14.2 | -5.2 | -3.6
COc1ccc(C(CNC(=O)C2CC2)N(C)C)cc1 (stereo not drawn) | 104.0 | 1.2 | 1.0 | 6.0 | -10.3 | 0.2 | -2.7 | 0.8 | -2.8
O=C(NC(=S)NNC(=O)c1ccc(Cl)cc1Cl)c1cccnc1 | 103.0 | -2.1 | -1.1 | 0.0 | -9.4 | 4.5 | 33.6 | 37.9* | -3.1
Cc1ccc(S(=O)(=O)N(C)c2ccc(C(=O)NCC(c3cccs3)N3CCOCC3)cc2)cc1 (stereo not drawn) | 105.0 | -0.1 | -0.1 | 5.0 | -3.6 | -4.8 | 15.6 | -5.1 | -0.7
Cc1c(/C(O)=C2/C(=O)C(=O)N(CCN3CCOCC3)C2c2cccs2)cnn1-c1ccccc1 (stereo not drawn) | 118.0 | 2.1 | 0.8 | 15.0 | 3.3 | -2.3 | -11.5 | 0.0 | -4.4
CCN(CC)S(=O)(=O)c1ccc(N/N=C/c2ccc(O)cc2O)nc1 | 95.0 | 2.6 | 3.9 | -1.0 | 1.1 | -3.8 | 9.4 | 36.5* | -11.5
Cc1nonc1CN(C)C(=O)CC1C(=O)NCCN1Cc1ccccc1F (stereo not drawn) | 104.0 | / | / | 4.0 | -10.3 | -3.6 | 11.1 | 1.4 | /
CCOC(=O)CCC(=O)Nc1cccc([N+](=O)[O-])c1 | 98.0 | -0.9 | -0.2 | 2.0 | -1.3 | -1.6 | 12.3 | -1.4 | -5.0

High-throughput results: PubChem, several laboratories

Outcome played no part in choosing rows. About 4.1% of those tested had a hit in this group.
